Mtb FBA inh: inhibitors of M. tuberculosis fructose-bisphosphate aldolase; hit rate 2.3% among 360,000; P9WQA3; AID 588726; inhibition, % at 1 µM; purified M. tuberculosis FBA, fluorescence read-out; in the data active = inhibition above about 27%;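 note: 0% = vehicle and 100% = reference inhibitor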
BH1578 lux ind: quorum light induction in luxS cqsA deficient V. cholerae | V. cholerae BH1578 lux reporter, luminescence, 6 h | AID 588436 | hit rate 0.16% among 350,000 | activation, % at 18.7 µM; in the data active = activation mostly above about 9.7%, no sharp cut-off; note: not every result past the cut was called active; inactives centre near 0; reference of the scale not given here
GDH-TPI counter: inhibits GDH-TPI coupling enzymes, artifact for Mtb FBA screen; inhibition, % at 4.8 µM; GDH-TPI coupled enzyme counterscreen, NADH absorbance; hit rate 1.2% among 360,000; in the data active = inhibition above about 30%;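 note: 0% = DMSO wells and 100% = wells lacking the enzyme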
SSB-PriA inh: K. pneumoniae PriA-SSBct interaction inhibition | inhibition, % at 33 µM | AlphaScreen SSBct-PriA binding, biotinylated peptide | hit rate 0.6% among 430,000; in the data active = inhibition mostly above about 37%, no sharp cut-off; inactive = mostly below about 20%;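 note: plate controls were negative control peptide for no effect and reference peptide for full effect; strong numbers were not always called active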
BioA inh: inhibitors of Mycobacterium tuberculosis BioA enzyme; purified M. tuberculosis BioA enzyme, plate reader; inhibition, % at 9.99 µM; hit rate 0.096% among 360,000; in the data active = inhibition above about 40%
SARS 3CLpro inh: SARS-CoV 3CLpro protease inhibition; recombinant SARS-CoV 3CLpro, quenched FRET peptide cleavage; inhibition, % at 6 µM; P0C6X7; AID 1706; hit rate 0.14% among 290,000; in the data active = inhibition above about 12%
UGM FP inh: Mtb UDP-galactopyranose mutase inhibition. P9WIQ1. purified UGM, fluorescence polarization probe displacement. inhibition, % at 10 µM. hit rate 0.06% among 320,000. AID 504406; in the data active = inhibition above about 10%, passing the limit was not always enough
Target sequence (P9WIQ1 whole entry, looked up): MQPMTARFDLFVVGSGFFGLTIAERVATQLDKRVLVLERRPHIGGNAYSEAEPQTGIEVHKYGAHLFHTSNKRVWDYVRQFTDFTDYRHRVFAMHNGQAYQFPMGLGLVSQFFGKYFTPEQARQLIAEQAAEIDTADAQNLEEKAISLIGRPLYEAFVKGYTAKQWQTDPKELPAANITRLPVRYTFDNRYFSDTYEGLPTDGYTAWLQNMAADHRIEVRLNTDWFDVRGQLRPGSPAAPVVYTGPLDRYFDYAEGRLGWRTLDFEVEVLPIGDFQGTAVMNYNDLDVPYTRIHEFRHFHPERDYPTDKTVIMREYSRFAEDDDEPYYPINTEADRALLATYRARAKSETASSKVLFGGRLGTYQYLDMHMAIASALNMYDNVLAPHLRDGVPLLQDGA
Rv3671c protease: inhibitors of M. tuberculosis serine protease Rv3671c; P9WHR9; inhibition, % at 5.96 µM; hit rate 0.048% among 320,000; AID 2606; in the data active = inhibition above about 38%;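 note: extracellular domain of Rv3671c used as enzyme; 0% = enzyme with DMSO and 100% = no enzyme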
Target sequence (P9WHR9 whole entry, looked up, the tested form may be a part): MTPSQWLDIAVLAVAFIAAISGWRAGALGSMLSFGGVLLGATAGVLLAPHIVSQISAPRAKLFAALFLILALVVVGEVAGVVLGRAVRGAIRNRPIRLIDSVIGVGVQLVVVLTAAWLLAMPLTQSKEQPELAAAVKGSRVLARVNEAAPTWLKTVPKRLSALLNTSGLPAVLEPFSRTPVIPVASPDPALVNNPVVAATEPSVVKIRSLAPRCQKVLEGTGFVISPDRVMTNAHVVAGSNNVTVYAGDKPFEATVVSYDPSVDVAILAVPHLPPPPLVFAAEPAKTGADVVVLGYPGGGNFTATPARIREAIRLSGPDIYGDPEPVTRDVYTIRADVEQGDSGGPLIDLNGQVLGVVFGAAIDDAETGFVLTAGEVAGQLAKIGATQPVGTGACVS
DUSP3 inh: DUSP3 (human) phosphatase inhibition. hit rate 0.52% among 290,000. P51452. recombinant VHR phosphatase, pNPP absorbance. AID 1654. inhibition, % at 13.3 µM; in the data active = inhibition above about 50%; note: some compounds called inactive have numbers as strong as hits
MazF activator: MazEF (E. coli) toxin RNase activation; P0AE70; FAM/BHQ RNA-DNA oligo cleavage fluorescence, 5 h; activation, % at 20 µM; hit rate 0.32% among 350,000; AID 504720; in the data active = activation above about 50%
Starred values were filed as active, the others as inactive; i = inactive; . = no result given; & = joins results of further samples. Only part of the results is shown; rates above refer to the full screens.

SMILES	Mtb FBA inh	BH1578 lux ind	GDH-TPI counter	SSB-PriA inh	BioA inh	SARS 3CLpro inh	UGM FP inh	Rv3671c protease	DUSP3 inh	MazF activator
COC(=O)/C(C#N)=C/c1ccc(-c2ccc(S(N)(=O)=O)cc2)o1	-1	-0.9	9	-4	-1.2	-3	0.6	-2	-15	6
Cc1ccccc1-c1ccc2c(c1)O[C@H](CN(C)C(=O)C1CC1)[C@@H](C)CN([C@@H](C)CO)S2(=O)=O	-1	-0.5	-6	.	-0.2&-1.2&1.1	.	.	.	.	3
COCc1c(C(=O)NCCOc2ccc(Cl)cc2)oc2ccccc12	1	-1.6	6	-8	2.2	.	-3.3	-4	.	-7
O=c1c2c3c(sc2n(CCN2CCCCC2)c(=O)n1Cc1ccco1)CCCCC3	-2	i	5	15	.	8	-0.9	-5	24	-10
CCCCC(C(=O)O)C(C)CC(=O)Nc1ccn(-c2ccccc2)n1 (centres undefined)	-1	i	-13	1	-0.3	1	1.3	4	21	6
Cn1c(CC(=O)Nc2ccccc2)nnc1SCC(=O)Nc1ccc(N2CCOCC2)cc1	-1	-6.9	13	2	-1.8	5	-0.7	2	26	3
CSc1cccc(NS(=O)(=O)c2ccc3c(c2)NC(=O)C(C)C(=O)N3)c1 (centres undefined)	-1	i	5	1	-0.2	3	1.8	3	29	9
COc1ccc2nc(C)cc(Nc3ccc(C(=O)O)cc3)c2c1	0	i	3	-11	-1.1	-2	1.2	-10	.	9
Cc1ccc(S(=O)(=O)N2[C@@H](c3ccc4c(c3)OCO4)C(C(=O)O)=C[C@H]2CC2CCCC2)cc1	5	0.0	10	2	3.0	.	.	-2	.	-9
O=C(COC(=O)CN1C(=O)c2ccccc2C1=O)Nc1ccccc1	2	i	6	-5	-1.9	.	-0.3	-3	.	-8
N#Cc1nc(-c2ccc(F)cc2)oc1NCc1ccco1	71*	i	6	1	.	0	-1.5	3	6	3
CCOC(=O)c1cnn(C)c1NC(=O)c1ccc([N+](=O)[O-])cc1	-2	-0.2	-7	-5	.	1	-0.3	6	-19	7
CCCc1cc(C(=O)N/N=C/c2ccc(CC)s2)c2ccccc2n1	2	i	23	.	-2.4	1	0.3	2	21	8
Cn1c(CN2CCOCC2)nnc1SCC(=O)Nc1cc(Cl)ccc1Cl	27*	-0.3	-6	-12	-2.2	0	-2.7	6	36	-9
Cc1cccc(NC(=S)N2CCN(c3ccccn3)CC2)c1	1	i	-7	-5	0.9	6	-1.8	-9	26	8
Cc1ccc(-c2nc3ccccc3c(C(=O)NCc3cccs3)c2C)cc1	1	i	13	1	-1.3	3	-0.3	-3	0	2
Cc1ccccc1C(=O)NC(=S)Nc1ccccc1C(=O)O	11	0.5	3	-7	-0.4	5	0.9	-7	13	-4
Cc1nn(CCCC(=O)N2CCN(c3ccc(F)cc3)CC2)c(C)c1[N+](=O)[O-]	0	-0.2	9	-4	5.0	4	0.0	2	-6	8
O=C(CS(=O)c1ccc(C(F)(F)F)cc1[N+](=O)[O-])Oc1ccccc1 (centres undefined)	2	0.6	9	-19	-4.8	0	-1.2	12	19	-5
O=C(CN1C(=O)NC2(CCc3ccccc32)C1=O)NCCc1ccccc1 (centres undefined)	0	7.1	-5	-3	1.8	.	0.5	0	.	0
C[C@H]1CN([C@@H](C)CO)C(=O)Cc2cc(NC(=O)Cc3cn(C)c4ccccc34)ccc2O[C@@H]1CN(C)S(=O)(=O)c1cn(C)cn1	0	1.0	-3	-8	1.4	.	.	5	.	3
COc1ccc(NC(=O)C2CCCC2)cc1	2	i	0	1	-1.1	-3	1.6	1	2	35
COc1ccc2[nH]cc(CCNC(=O)CC[C@H]3O[C@@H](n4cc(C)c(=O)[nH]c4=O)C[C@@H]3O)c2c1	-1	i	0	-11	0.1	.	.	.	.	2
NC(=O)CC(NC(=O)Cc1cccc2ccccc12)c1ccc(NC2CCCCCCC2)c([N+](=O)[O-])c1 (centres undefined)	-1	-1.3	6	7	-0.2	.	2.9	-3	7	3
NC(=O)C1CCN(C(=O)CN2CCc3ccccc32)CC1	-1	-0.4	7	5	0.2	-2	0.1	6	5	0

Reprinted at random: seven entries already listed, in no set order.
SMILES	Mtb FBA inh	BH1578 lux ind	GDH-TPI counter	SSB-PriA inh	BioA inh	SARS 3CLpro inh	UGM FP inh	Rv3671c protease	DUSP3 inh	MazF activator
Cc1ccc(S(=O)(=O)N2[C@@H](c3ccc4c(c3)OCO4)C(C(=O)O)=C[C@H]2CC2CCCC2)cc1	5	0.0	10	2	3.0	.	.	-2	.	-9
COCc1c(C(=O)NCCOc2ccc(Cl)cc2)oc2ccccc12	1	-1.6	6	-8	2.2	.	-3.3	-4	.	-7
COc1ccc(NC(=O)C2CCCC2)cc1	2	i	0	1	-1.1	-3	1.6	1	2	35
Cc1nn(CCCC(=O)N2CCN(c3ccc(F)cc3)CC2)c(C)c1[N+](=O)[O-]	0	-0.2	9	-4	5.0	4	0.0	2	-6	8
COC(=O)/C(C#N)=C/c1ccc(-c2ccc(S(N)(=O)=O)cc2)o1	-1	-0.9	9	-4	-1.2	-3	0.6	-2	-15	6
COc1ccc2[nH]cc(CCNC(=O)CC[C@H]3O[C@@H](n4cc(C)c(=O)[nH]c4=O)C[C@@H]3O)c2c1	-1	i	0	-11	0.1	.	.	.	.	2
Cn1c(CC(=O)Nc2ccccc2)nnc1SCC(=O)Nc1ccc(N2CCOCC2)cc1	-1	-6.9	13	2	-1.8	5	-0.7	2	26	3

The listing picks up; the three compounds before the break are reprinted first.
SMILES	Mtb FBA inh	BH1578 lux ind	GDH-TPI counter	SSB-PriA inh	BioA inh	SARS 3CLpro inh	UGM FP inh	Rv3671c protease	DUSP3 inh	MazF activator
COc1ccc2[nH]cc(CCNC(=O)CC[C@H]3O[C@@H](n4cc(C)c(=O)[nH]c4=O)C[C@@H]3O)c2c1	-1	i	0	-11	0.1	.	.	.	.	2
NC(=O)CC(NC(=O)Cc1cccc2ccccc12)c1ccc(NC2CCCCCCC2)c([N+](=O)[O-])c1 (centres undefined)	-1	-1.3	6	7	-0.2	.	2.9	-3	7	3
NC(=O)C1CCN(C(=O)CN2CCc3ccccc32)CC1	-1	-0.4	7	5	0.2	-2	0.1	6	5	0
COc1ccc(C(=O)/C=C/c2cccs2)c(OC(=O)N2CCOCC2)c1	-1	-0.4	19	-9&8	.	3	-3.0	6	12	1
CCN(CC)S(=O)(=O)c1ccc(NC(=O)Cn2c(=O)oc3ccccc32)cc1	-17	i	-3	-7	-1.4	6	0.1	-7	17	7
Cc1c(Br)cccc1NC(=O)C1(C)CCN1Cc1ccccc1OC(F)F (centres undefined)	0	-0.5	8	.	-1.0	.	.	.	.	.
Cc1ccc(NC(=O)C2CCCN(c3ncnc4c3nc3n4CCCCC3)C2)nc1 (centres undefined)	-3	-0.1	-6	1	4.2	-1	3.0	-3	23	6
CCOC(=O)C1CCN(C(C(=O)Nc2ccc3c(c2)OCCO3)c2ccccc2)CC1 (centres undefined)	4	.	1	-5	0.2	-3	3.8	4	53*	6
Oc1ccc(-c2nnc(SCc3ccccc3)o2)cc1	0	-1.0	15	-10	0.7	3	-0.2	0	-22	3
O=C(CCc1nc2ccccc2c(=O)[nH]1)NCCN1C(=O)S/C(=C\c2ccc(Cl)cc2Cl)C1=O	-2	-0.2	28	-10	-1.6	.	0.7	-4	.	38
S=C(c1cccs1)N1CCN(c2ccccc2)CC1	-2	i	7	-2	.	.	.	.	.	3
COc1cc2c(cc1OC)C(c1cccs1)N(C(=O)c1ccc(S(=O)(=O)N(C)C)cc1)CC2 (centres undefined)	2	-4.8	13	-11	3.0	2	1.0	-8	-5	4
O=C1c2c(O)cccc2Cc2cccc(O)c21	0	-0.4	1	8	-1.6	.	-1.9	58*	.	-9
N=C(N)SCc1ccc(Cl)c2ccccc12	-3	-1.0	12	-22	.	.	.	.	.	14
Cc1nn(CCc2nc(-c3ccco3)cs2)c2[nH]c(=O)cc(C(F)(F)F)c12	-1	-0.9	20	2	0.8	5	2.3	12	11	-3
CN1CCc2ccccc2C1C1CCNCC1 (centres undefined)	2	-0.2	3	-13	.	-1	0.9	-2	14	-13
COc1ccc(OC)c(NC(=O)C2CCN(C(=O)C3CC(=O)N(c4ccc(C)cc4)C3)CC2)c1 (centres undefined)	1	i	9	-4	-3.3	-5	2.9	-6	42	1
CCN(CC(=O)Nc1cccc(S(=O)(=O)N2CCOCC2)c1)Cc1ccccc1	-1	-5.0	-4	-9	-0.4	.	-0.8	-7	.	-6
COc1ccc(N2CCN(C(CNC(=O)C(=O)NCCCO)c3ccco3)CC2)cc1 (centres undefined)	3	i	7	-5	-1.1	-6	1.5	2	48	-21
O=C1CC(N2CCOCC2)C(=O)N1c1cccc(Cl)c1 (centres undefined)	-1	i	1	-3	-4.3	-2	-0.9	1	20	1
